Source: PubChem
GSH bead fluor: GSH bead compound fluorescence profile | GSH beads flow cytometry, compound fluorescence 488/530 nm; stronger effect = higher value | fluorescence (KMESF) at 10 µM | 190,000 compounds, 0.25% hits | AID 1776; in the data active means fluorescence above about 89;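 further: glutathione beads carrying GST-tagged Bcl family fusion proteins plus one bare bead set; values are compound well signal with DMSO vehicle wells as background; inactives centre near 16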
Bcl-2 Bim block: disrupts Bim peptide binding to human Bcl-2; P10415; Bead-based flow cytometry, Bim peptide-Bcl-2 binding; inhibition, % at 10 µM; 190,000 compounds, 0.06% hits; in the data active means inhibition above about 40%; inconclusive means no clear call, values can overlap the other calls;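 further: 0% = no compound wells with probe peptide and 100% = reference peptide inhibitor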
Target sequence (P10415 whole entry, looked up): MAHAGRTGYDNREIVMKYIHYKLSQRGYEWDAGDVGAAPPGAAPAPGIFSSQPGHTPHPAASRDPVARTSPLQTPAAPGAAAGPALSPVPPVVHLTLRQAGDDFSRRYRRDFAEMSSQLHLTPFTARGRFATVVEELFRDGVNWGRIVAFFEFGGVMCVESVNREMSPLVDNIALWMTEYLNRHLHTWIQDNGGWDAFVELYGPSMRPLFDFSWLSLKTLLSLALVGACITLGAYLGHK
RGS8-Gao: modulates binding of RGS8 to human Galphao | P09471 | multiplexed bead flow cytometry; actives lie on both sides | response (percent of control binding), % at 10 µM | 220,000 compounds, 0.34% hits | AID 1423; in the data active means response below about 60% or above about 140%; inactive means in between;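 further: Galphao activated as the GDP aluminium fluoride complex binding bead-coupled RGS8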
Target sequence (P09471 whole entry, looked up): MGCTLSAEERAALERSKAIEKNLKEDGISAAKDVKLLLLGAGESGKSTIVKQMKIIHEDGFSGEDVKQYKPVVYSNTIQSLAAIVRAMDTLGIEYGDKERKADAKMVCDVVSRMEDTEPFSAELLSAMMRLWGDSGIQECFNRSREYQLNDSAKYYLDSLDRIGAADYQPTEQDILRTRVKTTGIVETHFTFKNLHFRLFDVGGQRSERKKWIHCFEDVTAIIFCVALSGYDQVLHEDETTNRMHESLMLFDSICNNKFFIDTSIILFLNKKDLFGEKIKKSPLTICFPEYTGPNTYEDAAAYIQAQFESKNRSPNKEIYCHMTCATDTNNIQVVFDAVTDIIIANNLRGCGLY
Bim-Bcl-B: disrupts Bim peptide binding to human Bcl-B | bead-based flow cytometry | inhibition, % at 10 µM | 190,000 compounds, 0.073% hits;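 further: 0% = tracer peptide without compound and 100% = reference inhibitor peptide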
Target sequence (Q9HD36 whole entry, looked up): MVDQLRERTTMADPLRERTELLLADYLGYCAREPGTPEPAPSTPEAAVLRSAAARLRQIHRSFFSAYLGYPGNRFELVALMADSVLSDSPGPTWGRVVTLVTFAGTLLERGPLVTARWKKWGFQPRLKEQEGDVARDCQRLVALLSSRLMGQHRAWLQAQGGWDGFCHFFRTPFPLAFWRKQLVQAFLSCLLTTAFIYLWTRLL
Bfl-1 Bim block: disrupts Bim binding to human Bfl-1 | Q16548 | Bead-based flow cytometry, Bim-Bfl-1 binding inhibition | inhibition, % at 10 µM | 190,000 compounds, 0.12% hits;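 further: 0% = wells without compound plus tracer and 100% = blocker peptide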
RGS7-Gao reg: human RGS7-Galphao interaction regulation; Multiplexed bead flow cytometry, RGS7-Galphao binding; actives lie on both sides; binding response (% of control), % at 10 µM; 220,000 compounds, 0.35% hits; AID 1439; P09471; in the data active means binding response below about 49% or above about 150%; inconclusive means no clear call, values can overlap the other calls; inactive means in between;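 further: fluorescent Galphao held in activated GDP-AlF4 state binding bead-coupled RGS7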
Bim-Bcl-W: inhibitors of Bim-Bcl-W interaction, human | Q92843 | bead-based flow cytometry, Bim peptide-Bcl-W binding | inhibition, % at 10 µM | 190,000 compounds, 0.02% hits;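 further: 0% = bound tracer without compound and 100% = peptide blocker; higher means less fluorescent Bim peptide bound to Bcl-W beads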
Target sequence (Q92843 whole entry, looked up): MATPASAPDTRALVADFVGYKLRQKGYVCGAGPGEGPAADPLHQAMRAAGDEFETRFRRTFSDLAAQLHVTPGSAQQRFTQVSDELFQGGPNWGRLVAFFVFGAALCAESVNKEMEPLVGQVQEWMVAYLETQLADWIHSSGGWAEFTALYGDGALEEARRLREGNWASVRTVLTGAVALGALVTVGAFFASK
Bim-Bcl-XL: disrupts Bim peptide binding to human Bcl-XL; inhibition, % at 10 µM; 190,000 compounds, 0.04% hits; Q07817; bead flow cytometry, fluorescence
RGS4-Gao reg: modulates binding of RGS4 to human Galphao; P09471; 220,000 compounds, 0.33% hits; Multiplexed bead flow cytometry; actives lie on both sides; binding response (% of control), % at 10 µM; AID 1415; in the data active means binding response below about 49% or above about 150%; inactive means in between;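 further: fluorescent Galphao activated with aluminum fluoride binding bead-coupled RGS4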
ABCG2 block: inhibitors of human ABCG2 transporter, ABCB1 counter-screen. Q9UNQ0. IgMXP3 cells, JC-1 efflux, flow cytometry. inhibition, % at 6.6 µM. 190,000 compounds, 0.1% hits. AID 1325;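 active means inhibition above 80%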;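 further: 0% = DMSO and 100% = nicardipine control wells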
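Measure – % inhibition of efflux relative to nicardipine and DMSO · Test system – ABCG2 IgMXP3 and barcoded ABCB1 CCRF-Adr cell mix · Control set – nicardipine as high control, DMSO as low control · Compound – one concentration, 6.6 µM final · Signal – flow cytometry of retained JC-1 fluorescence · Timing – 10 min exposure at 25 °C with rotation, no wash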
ABCB1 inh: inhibitors of human ABCB1 transporter, ABCG2 counter-screen; 190,000 compounds, 0.067% hits; inhibition, % at 6.6 µM; P08183; CCRF-Adr cells, JC-1 efflux, flow cytometry; in the data active means inhibition above about 40%;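 further: 0% = vehicle and 100% = reference inhibitor; higher value means more JC-1 retained so stronger ABCB1 efflux block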
Numbers without * were called inactive; ? = inconclusive; [ ] = another dose, or the depositor's remark. Unless noted, no stated cut-off is given here; in the data, active means inhibition above about 40%.

SMILES	GSH bead fluor	Bcl-2 Bim block	RGS8-Gao	Bim-Bcl-B	Bfl-1 Bim block	RGS7-Gao reg	Bim-Bcl-W	Bim-Bcl-XL	RGS4-Gao reg	ABCG2 block	ABCB1 inh
O=C(Nc1ccccc1)C1=C[C@H](c2ccc3c(c2)OCO3)C[C@H](OCc2ccc(CO)cc2)O1	20	-4	102	-7	-3	98	-1	-3	100	7	1.8
COC(=O)c1ccccc1NC(=O)C1CCCC1	24	-3	101	-2	-6	99	2	1	100	0	-0.1
CCCNC(=O)C(Cc1ccccc1)NS(=O)(=O)c1cccc2nsnc12 (stereo not drawn)	15	0	103	-1	0	102	0	0	104	5	1.0
CCCC(=O)Nc1ccc(C(=O)NNC(=S)NC(=O)c2ccc(Br)o2)cc1	15	-2	103	-13	-3	?	-4	-5	103	-4	-1.3
CCOC(=O)c1c(-c2ccc(C)cc2)csc1NC(=O)CCSc1nnc2ccccn12	13	-6	101	-6	-2	103	-2	-6	100	2	-9.9
CC(C)(CO)NCc1ccccc1OCC(=O)Nc1ccccc1	17	-3	99	-5	-1	100	-6	-5	98	1	0.2
Cc1ccc(/C=N/N2C(=S)SC(C)(C)C2N(O)C(=O)Nc2ccc([N+](=O)[O-])cc2)cc1 (stereo not drawn)	13	-4	99	-2	0	99	0	-2	97	1	0.1
COc1cccc(-n2c(SCC(=O)NCc3cccs3)nc3ccccc3c2=O)c1	10	-4	100	-7	0	96	-6	-4	96	2	2.3
Cc1ccc(S(=O)(=O)N(C)Cc2nc(-c3ccncc3)no2)cc1	17	0	101	0	-1	105	0	0	102	0	0.1
CCOc1ccc(CC(=N)C2=C(O)CC(C)(C)CC2=O)cc1OCC	13	0	101	-2	-10	101	0	-2	74	6	0.9
Cc1csc(NC(=O)CSc2nnc(CCNC(=O)c3cccs3)n2C)n1	14	-2	101	-3	-1	97	-3	-5	95	3	0.5
O=C(O)CCS(=O)(=O)c1ccc(-c2ccccc2)cc1	15	-2	109	-6	0	102	-5	-8	103	17	0.5
CC(=O)c1ccccc1OC(=O)CCN1C(=O)c2ccccc2C1=O	16	-6	101	-6	-8	?	-5	-7	101	3	0.2
CCC(C)NCCOCCOc1ccccc1-c1ccccc1 (stereo not drawn)	22	0	98	0	0	95	0	-3	96	2	0.4
COc1ccc(OC)c(C2CC(=O)Nc3c2c(=O)[nH]c2ncnn32)c1 (stereo not drawn)	20	0	106	-1	-2	96	0	-1	101	1	0.1
CC1=CC(=O)C=C(C)C1=NOC(=O)c1cccc([N+](=O)[O-])c1	22	-5	95	0	-5	97	-6	-5	97	4	0.5
Cc1cccc(N/C=C/C(=C(C#N)C#N)N(C)C)c1	28	-4	96	-6	-6	90	-5	-1	94	6	0.7
Cc1ccc(Cn2nnc3c(=O)[nH]c(C4CCN(S(=O)(=O)c5ccccc5)CC4)nc32)cc1	15	-5	116	-4	-5	103	-7	-7	104	1	0.1
O=C(O)CSc1c[nH]c2ccccc12	4	-1	109	-3	-2	109	-8	-6	107	1	0.1
COc1ccccc1NC(=O)C(=O)N/N=C(\C)CC(=O)Nc1ccc(OCc2ccccc2)cc1	18	0	101	-2	-2	97	-2	-4	101	8	0.3
CC(C)NC(=O)CCn1c(=S)oc2ccccc21	8	-2	112	-4	-5	102	-4	-4	108	3	0.8
CC(C)C(=O)N1C2CCC1CC(O)(c1ccc(F)cc1)C2 (stereo not drawn)	13	2	98	-2	-1	99	-1	-1	99	0	0.0
COC(=O)/C=C/C(=O)Nc1cccc(C(F)(F)F)c1	12	10	89	17	19	96	17	27	97	14	0.6
CCOC(=O)C1CCN(C(c2cc3ccc(C)c(C)c3[nH]c2=O)c2nnnn2C2CCCCC2)CC1 (stereo not drawn)	36	-6	103	-6	-8	102	0	6	100	-3	-1.2
Cc1[nH]n(-c2ccccc2)c(=O)c1N=Nc1ccc2c(c1)OCO2	14	-1	101	-1	-3	96	0	-2	102	59	-0.8
Continuation:
SMILES	GSH bead fluor	Bcl-2 Bim block	RGS8-Gao	Bim-Bcl-B	Bfl-1 Bim block	RGS7-Gao reg	Bim-Bcl-W	Bim-Bcl-XL	RGS4-Gao reg	ABCG2 block	ABCB1 inh
O=C(COc1cccc2ccccc12)NNC(=O)C1CCCO1 (stereo not drawn)	78	-2	100	-5	-7	101	-3	0	102	-1	-0.3
CCOC(=O)N1CCN(C(=S)NC(=O)c2c(-c3c(Cl)cccc3Cl)noc2C)CC1	14	0	95	1	4	?	-2	-2	95	-10	-1.3
CC(=O)c1ccc(OCC(=O)NCC(c2ccco2)N2CCCCC2)cc1 (stereo not drawn)	22	0	85	-5	-4	76	-1	0	80	0	0.4
O=C(NCC1CCN(c2ccc(S(=O)(=O)N3CCOCC3)cc2)CC1)c1cccc(Cl)c1	16	-2	103	-1	-3	100	-1	0	102	4	1.0
CCOc1cccc(SCc2noc(C(=O)NCCOC)c2C(=O)O)c1	9	2	102	2	-1	102	2	0	102	2	-0.2
CCOc1ccc2nc(NC(=O)CN3CCOCC3)sc2c1	11	3	100	4	7	?	-3	-1	103	-1	-0.3
Cc1cccc(Cn2c(SCCN3CCOCC3)nc3c2c(=O)n(C)c(=O)n3C)c1	14	-6	99	-16	-7	100	-10	-13	100	4	0.3
COC(=O)N/N=C\c1c(C)nn(-c2ccccc2)c1Cl	18	0	100	-1	-2	99	-4	-4	100	11	0.2
COCCNc1nc(N)c([N+](=O)[O-])c(NCC2CCCO2)n1 (stereo not drawn)	5	-1	96	-3	0	98	0	-3	99	6	1.3
O=C(Cn1nnc(-c2ccccc2)n1)N/N=C/c1cc([N+](=O)[O-])c(Cl)cc1Cl	8	0	107	-6	-3	104	-3	-11	104	12	0.9
CCOC(=O)CN1C(=O)C(Sc2n[nH]c(-c3cccc(C)c3)n2)CCc2ccccc21 (stereo not drawn)	26	-7	100	-8	-21	99	-1	-8	100	26	3.0
CCc1nnc(NC(=O)c2cc(-c3ccccc3)nn2-c2ccccc2)s1	23	-6	93	-1	-1	99	-4	-5	99	3	1.2
CCCSc1nnc(NC(=O)c2nc(SC)ncc2Cl)s1	38	-2	97	-3	-6	95	4	0	95	1	0.2
Cc1ccc(S(=O)(=O)NN/C(=N/S(=O)(=O)c2ccccc2)c2ccccc2)cc1	12	-5	103	-3	-5	?	-3	-2	99	1	1.0
S=C(Nc1ccccc1)Nn1cnnc1	5	0	90	-24	6	122	-1	-13	97	-2	-0.7
N#C/C(=C\Nc1ccc2cn[nH]c2c1)c1nc(-c2ccc(Cl)cc2)cs1	11	-2	99	-7	0	93	-2	-3	95	12	-0.9
Cc1ccc(-n2nc(C(=O)N/N=C/c3cccc(C(F)(F)F)c3)c3ccccc3c2=O)cc1C	29	-10	99	-6	-13	91	-4	-5	96	-2	-1.6
COc1cccc(NC(=O)C2CCCN(S(=O)(=O)c3cccc4nonc34)C2)c1 (stereo not drawn)	14	-5	105	-2	-4	100	-1	0	102	2	0.1
C=CCOC(=O)C1=C(C)NC(=O)NC1/C=C/c1ccccc1 (stereo not drawn)	20	-2	101	-2	0	102	-2	0	104	1	0.2
CCOC(=O)c1oc2cccc(OCC(O)CNC(C)C)c2c1C (stereo not drawn)	31	5	125	2	0	184*[activator]	7	9	204*[activator]	1	0.6
O=C(Nc1ccc(OC(F)(F)F)cc1)C1=NCCN1	24	2	98	-4	-1	98	-1	-4	98	6	0.7
COc1ccc(OC)c(C(=O)CSc2nccc(-c3ccc(Br)cc3)n2)c1	57	-11	103	-9	-14	100	-2	-1	102	12	1.6
COc1ccc(-c2nnc(SCC(=O)NNC(=O)c3ccc(C)cc3)o2)cc1	9	1	103	0	-2	99	-4	-4	100	5	-1.2
COc1ccc(S(=O)(=O)Cc2ccc(C(=O)NCCc3ccc(S(N)(=O)=O)cc3)o2)cc1	22	-5	121	-5	-8	110	1	-4	105	-2	-2.0
CCCc1[nH]nc2c1C(Cc1ccccc1)C(C#N)=C(N)O2 (stereo not drawn)	21	-10	101	-5	-10	104	1	-1	101	3	0.3
CCSc1nc2c([nH]c3ccccc32)c(=O)n1C	20	-6	100	-5	-12	101	0	-1	100	1	0.1
CC(C)(C)NC(=O)C(c1cccs1)N(Cc1cccs1)C(=O)c1csnn1 (stereo not drawn)	13	-3	99	-3	-4	94	-3	-5	100	3	1.4
O=C(Nc1cccc(Cl)c1)c1ccc(F)c(S(=O)(=O)N2CCN(c3ccccn3)CC2)c1	27	0	119	-4	1	117	-1	-3	118	3	1.2

Ordered by molar mass (smallest number first): part of the list above
SMILES	GSH bead fluor	Bcl-2 Bim block	RGS8-Gao	Bim-Bcl-B	Bfl-1 Bim block	RGS7-Gao reg	Bim-Bcl-W	Bim-Bcl-XL	RGS4-Gao reg	ABCG2 block	ABCB1 inh
O=C(O)CSc1c[nH]c2ccccc12	4	-1	109	-3	-2	109	-8	-6	107	1	0.1
COC(=O)N/N=C\c1c(C)nn(-c2ccccc2)c1Cl	18	0	100	-1	-2	99	-4	-4	100	11	0.2
CCC(C)NCCOCCOc1ccccc1-c1ccccc1 (stereo not drawn)	22	0	98	0	0	95	0	-3	96	2	0.4
CCOC(=O)c1oc2cccc(OCC(O)CNC(C)C)c2c1C (stereo not drawn)	31	5	125	2	0	184*[activator]	7	9	204*[activator]	1	0.6
CC(=O)c1ccccc1OC(=O)CCN1C(=O)c2ccccc2C1=O	16	-6	101	-6	-8	?	-5	-7	101	3	0.2
Cc1ccc(S(=O)(=O)N(C)Cc2nc(-c3ccncc3)no2)cc1	17	0	101	0	-1	105	0	0	102	0	0.1
CCOc1ccc(CC(=N)C2=C(O)CC(C)(C)CC2=O)cc1OCC	13	0	101	-2	-10	101	0	-2	74	6	0.9
CC(=O)c1ccc(OCC(=O)NCC(c2ccco2)N2CCCCC2)cc1 (stereo not drawn)	22	0	85	-5	-4	76	-1	0	80	0	0.4
CCc1nnc(NC(=O)c2cc(-c3ccccc3)nn2-c2ccccc2)s1	23	-6	93	-1	-1	99	-4	-5	99	3	1.2
N#C/C(=C\Nc1ccc2cn[nH]c2c1)c1nc(-c2ccc(Cl)cc2)cs1	11	-2	99	-7	0	93	-2	-3	95	12	-0.9
O=C(Cn1nnc(-c2ccccc2)n1)N/N=C/c1cc([N+](=O)[O-])c(Cl)cc1Cl	8	0	107	-6	-3	104	-3	-11	104	12	0.9
Cc1csc(NC(=O)CSc2nnc(CCNC(=O)c3cccs3)n2C)n1	14	-2	101	-3	-1	97	-3	-5	95	3	0.5
Cc1ccc(Cn2nnc3c(=O)[nH]c(C4CCN(S(=O)(=O)c5ccccc5)CC4)nc32)cc1	15	-5	116	-4	-5	103	-7	-7	104	1	0.1
CCOC(=O)c1c(-c2ccc(C)cc2)csc1NC(=O)CCSc1nnc2ccccn12	13	-6	101	-6	-2	103	-2	-6	100	2	-9.9
COc1ccc(S(=O)(=O)Cc2ccc(C(=O)NCCc3ccc(S(N)(=O)=O)cc3)o2)cc1	22	-5	121	-5	-8	110	1	-4	105	-2	-2.0

Compounds as they come. Share with any hit: about 1.1%.
